Screening data (PubChem)
RGS12 GoLoco inh = RGS12 GoLoco-Gai1 interaction inhibition; Gai1:RGS12 GoLoco peptide FP, rhodamine, 10 min; Potency, µM (series often up to 61.6 µM), for the others: at the top dose activity, negative = inhibition, hits mostly inhibitors; 230,000 compounds, 0.44% hits; active means well fitted inhibition curve with a large enough effect, not every such curve was filed as active; inactive means no such curve, though single readings can be large or run the other way; further: on the % scale 0 is the no-effect control and ±100 the full control effect; nearly all actives have a fitted effect of over 30% in size; many of its hits are not listed in these tables
Target sequence (P63096 whole entry, looked up): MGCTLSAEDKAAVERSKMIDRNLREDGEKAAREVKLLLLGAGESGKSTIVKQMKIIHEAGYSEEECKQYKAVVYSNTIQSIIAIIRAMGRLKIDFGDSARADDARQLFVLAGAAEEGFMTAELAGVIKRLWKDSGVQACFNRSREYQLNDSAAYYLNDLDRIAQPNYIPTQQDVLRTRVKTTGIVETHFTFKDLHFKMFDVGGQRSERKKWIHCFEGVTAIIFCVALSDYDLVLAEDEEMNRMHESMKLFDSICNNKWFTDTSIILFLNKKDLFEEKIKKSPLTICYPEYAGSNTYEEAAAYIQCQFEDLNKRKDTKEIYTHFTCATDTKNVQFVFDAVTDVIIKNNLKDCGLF
GAA inh = blocks human lysosomal alpha-glucosidase; purified human GAA, 4-MU-alpha-glucoside fluorescence; 200,000 compounds, 0.005% hits; Potency, µM (titrated, usually from 76.9 µM), inactives show top-dose activity change, negative = inhibition, hits mostly inhibitors; AID 1466;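 further: plate controls were uninhibited enzyme wells for no effect and no-enzyme background for full effect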
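Fluorescence at Ex 365/Em 440 nm from 4-methylumbelliferone reported enzyme activity after 20 min at room temperature. Reactions used 4 nM enzyme and 400 uM substrate at pH 5.0; curves fitted with the Hill equation.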
HTT cytoprotect = protects HTT-Q103 PC12 cells, measured by ATP; Potency, µM (series often up to 56.4 µM), inactives show cytoprotection (ATP increase), hits mostly activators; PC12 HTT-Q103 induced, cytoprotection, ATP luminescence, 40 h; 230,000 compounds, 0.14% hits;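 further: % of control where 0% means no effect; nearly all actives have a fitted effect of over 45% in size; toxic huntingtin expression switched on by the ecdysone agonist tebufenozide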
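Readout: ATPlite luminescence (ATP level). Model: stable PC12, inducible Htt exon1 Q103-GFP. Inducer: tebufenozide, 100 nM final. Compounds: dose series. No G418 in medium.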
GAA spleen mod = inhibitors or activators of human alpha-glucosidase in spleen homogenate; AID 2112; human spleen homogenate, 4-MU-alpha-glucoside fluorescence; P10253; Potency, µM (doses to about 79.9 µM), inactives show at the top dose activity change, negative = inhibition, most hits filed as inhibitors; 240,000 compounds, 0.006% hits;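 further: 0% = enzyme with vehicle and -100% = no enzyme basal signal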
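Compounds were titrated against alpha-glucosidase in spleen homogenate at pH 5.0, with 1 mM 4-methylumbelliferyl substrate for 40 min at 37 C. Reactions were quenched with pH 10 NaOH/glycine and fluorescence measured.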
GAA glycogen = inhibitors or activators of human alpha-glucosidase glycogen cleavage; Potency, µM (top dose mostly 76.4 µM), without a hit: at the highest dose activity change, negative = inhibition, hits mostly inhibitors; AID 2100; recombinant GAA, glycogen substrate, Amplex Red glucose oxidase fluorescence; 300,000 compounds, 0.38% hits;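 further: 0% = full enzyme reaction and -100% = no-enzyme basal signal; the screen sought inhibitors and activators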
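Recombinant human alpha-glucosidase (4 nM final) hydrolysed bovine liver glycogen (30 ug) for 40 min at 37 C in pH 5.0 citrate/phosphate with 0.01% Tween-20. Released glucose detected by glucose oxidase/Amplex Red, Ex 573/Em 610 nm. Compounds up to 77 uM; AC50 from Hill fits.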
HTT aggregate = inhibitors of mutant huntingtin aggregate formation in PC12 cells; PC12 HttQ103-GFP aggregates, Acumen cytometry, 40 h; Potency, µM (doses to about 46.1 µM), inactives show top-dose activity change, negative = inhibition, actives largely listed as inhibitors; 220,000 compounds, 1.1% hits; further: on the % scale 0 is the no-effect control and ±100 the full control effect; nearly all actives have a fitted effect of over 60% in size
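Using laser scanning cytometry, GFP-positive aggregates were counted after lysis of PC12 cells induced with 100 nM tebufenozide to express HTT exon 1 Q103–GFP. Compounds were tested in titration.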
IMPase Li inh = IMPase inhibition in cells with lithium potentiation; CHO-M1 cells, IP1 TR-FRET (IP-One), carbachol + lithium; Potency, µM (titrated, usually from 59.4 µM), for the others: top-dose activity, negative = IMPase inhibition, usual class: inhibitors; 210,000 compounds, 0.35% hits; AID 1457;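 further: IP1 builds up when IMPase is blocked and the TR-FRET signal falls; plate controls were basal vehicle for no effect and high inhibitor control for full effect; nearly all actives have a fitted effect of over 50% in size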
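Test compounds were applied to CHO-M1 cells previously cultured for 16–30 h at 2000 per well. A small lithium amount accompanied them; after 30 min at 37C, IP1 was quantified by TR-FRET.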
Starred values were filed as active, the others as inactive; [ ] = another dose, or the depositor's remark. Unless noted, the call rests on the fitted dose curve; in most records, active means well fitted curve in the direction sought with a large enough effect; inconclusive means small, poorly fitted or top-dose-only effect, or another doubt; inactive means no such curve, though single readings can be large; an effect the other way counts as inactive or inconclusive. Potency means the concentration at half of the fitted maximal effect.

O=C(O)CCSc1nnc(-c2cccnc2)n1-c1ccccc1 was read as RGS12 GoLoco inh -13.0%, GAA inh -4.8%, HTT cytoprotect 15.3%, GAA spleen mod 0.0%, GAA glycogen -4.7%, HTT aggregate -4.7% and IMPase Li inh 31.9%[38.3 µM].
Screening NS(=O)(=O)c1ccc(CCNCc2cc(Br)ccc2OCc2ccccc2F)cc1 returned RGS12 GoLoco inh -1.0%, GAA inh -13.5%, HTT cytoprotect -31.1%[inhibitor], GAA spleen mod 0.3%, GAA glycogen -27.7%, HTT aggregate -31.2% and IMPase Li inh 11.1%.
`CCc1nnc(NS(=O)(=O)c2ccc(NC(=O)/C=C/c3ccc(F)cc3)cc2)s1` gave RGS12 GoLoco inh 4.6%, GAA inh -4.7%, GAA spleen mod 2.6%, GAA glycogen -13.6%, HTT aggregate 44.9% and IMPase Li inh 2.8%.
Screening C=CCN1C=CC(=C/C=C(/C#N)C(=O)OCC)C=C1 returned RGS12 GoLoco inh 8.8%, GAA inh inconclusive, HTT cytoprotect -39.6%[10 µM], GAA spleen mod -3.7%, GAA glycogen inconclusive, HTT aggregate inconclusive and IMPase Li inh 25.8%.
`CCn1ncc(Br)c1C(=O)Nc1ncc(C)s1` gave RGS12 GoLoco inh 10.5%, GAA inh -8.5%, GAA spleen mod -0.3%, GAA glycogen 6.0%, HTT aggregate 8.9% and IMPase Li inh -2.2%.
CCOc1ccc(NC(=S)NC(=O)c2c(Cl)c(C)nn2C)c([N+](=O)[O-])c1 was read as RGS12 GoLoco inh 3.2%, GAA inh 0.0%, HTT cytoprotect 8.8%[10 µM], GAA spleen mod 2.4%, GAA glycogen 0.4%, HTT aggregate 3.1% and IMPase Li inh 5.4%.
`COc1cccc(NC(=O)CNS(=O)(=O)c2ccc(Cl)cc2)c1` gave RGS12 GoLoco inh 5.3%, GAA inh 2.3%, GAA spleen mod 3.7%, GAA glycogen 6.4%, HTT aggregate -0.3% and IMPase Li inh -6.7%.
Screening CC(C)(C)NC(=O)COC(=O)CCC(=O)c1cccs1 returned RGS12 GoLoco inh 5.9%, GAA inh 9.0%, HTT cytoprotect -33.2%, GAA spleen mod 4.7%, GAA glycogen -17.6%, HTT aggregate 20.4% and IMPase Li inh -1.2%.
Screening Cc1cc(C)nc(SCc2nnc(SCC(=O)Nc3ccccc3C)n2Cc2ccco2)n1 returned RGS12 GoLoco inh 9.2%, GAA inh -15.3%, HTT cytoprotect -15.7%[10 µM], GAA spleen mod -1.4%, GAA glycogen -2.1%, HTT aggregate 15.6% and IMPase Li inh 6.4%[38.3 µM].
For CN1/C(=C\C=[N+](C)c2ccccc2)C(C)(C)c2ccccc21 the results were RGS12 GoLoco inh 3.98µM*, GAA inh -1.4%, HTT cytoprotect -85.2%[inhibitor], GAA spleen mod -1.2%, GAA glycogen 2.9%, HTT aggregate 6.31µM* and IMPase Li inh 3.7%[38.3 µM].
COc1cccc(Cn2c(=O)c(CCc3ccccc3)nc3cnc(N(C)C)nc32)c1 was read as RGS12 GoLoco inh 64.1%[activator], HTT cytoprotect -31.1%[inhibitor], GAA spleen mod -0.2% and IMPase Li inh -11.8%.
CCn1c(CC(=O)Nc2ccc(C)c(Cl)c2)nnc1SCc1ccc(Cl)c(Cl)c1 was read as RGS12 GoLoco inh 2.5%, GAA inh -8.9%, HTT cytoprotect -12.6%, GAA spleen mod 1.5%, GAA glycogen -1.0%, HTT aggregate 0.2% and IMPase Li inh -3.8%[38.3 µM].
For Cc1cnc(C(=O)OCC(=O)N(C(C)C)C(C)C)cn1 the results were RGS12 GoLoco inh 12.5%, GAA inh 3.8%, HTT cytoprotect -10.4%, GAA spleen mod -5.4%, GAA glycogen 2.2%, HTT aggregate 6.0% and IMPase Li inh 5.5%[38.3 µM].
For Cc1cc(C)c(S(=O)(=O)CCC(C)C)c(=O)[nH]1 the results were RGS12 GoLoco inh -17.3%, GAA inh inconclusive, HTT cytoprotect -18.7%, GAA spleen mod 7.6%, GAA glycogen 15.9%, HTT aggregate -10.3% and IMPase Li inh 7.2%.
O=C(Cc1ccccc1)N/N=C/c1ccc2cccc(O)c2n1 was read as RGS12 GoLoco inh 6.8%, GAA inh 2.2%, HTT cytoprotect inconclusive, GAA spleen mod -2.4%, GAA glycogen 13.0%, HTT aggregate 15.6%[9.22 µM] and IMPase Li inh 3.9%.

The final 2 compounds of the part above are carried over, then new ones follow:
For Cc1cc(C)c(S(=O)(=O)CCC(C)C)c(=O)[nH]1 the results were RGS12 GoLoco inh -17.3%, GAA inh inconclusive, HTT cytoprotect -18.7%, GAA spleen mod 7.6%, GAA glycogen 15.9%, HTT aggregate -10.3% and IMPase Li inh 7.2%.
O=C(Cc1ccccc1)N/N=C/c1ccc2cccc(O)c2n1 was read as RGS12 GoLoco inh 6.8%, GAA inh 2.2%, HTT cytoprotect inconclusive, GAA spleen mod -2.4%, GAA glycogen 13.0%, HTT aggregate 15.6%[9.22 µM] and IMPase Li inh 3.9%.
For O=C(CN1CCCN(Cc2ccc(F)cc2Cl)C1=O)NC1CCCC1 the results were RGS12 GoLoco inh 1.8%, GAA inh 0.9%, HTT cytoprotect -11.9%, GAA spleen mod -18.3%, GAA glycogen 2.3%, HTT aggregate 23.8% and IMPase Li inh -2.4%.
`Cc1ccc2nc(Nc3nc(CSc4nc5ccccc5s4)cc(=O)[nH]3)nc(C)c2c1` gave RGS12 GoLoco inh 3.2%, GAA inh 0.1%, HTT cytoprotect -0.3%[10 µM], GAA spleen mod -4.2%, GAA glycogen 1.5%, HTT aggregate 1.3% and IMPase Li inh 14.2%.
`CCc1nnc(NC(=O)c2c(OC)cccc2OC)s1` gave RGS12 GoLoco inh -16.4%, GAA inh -2.8%, HTT cytoprotect -1.2%[0.074 µM], GAA spleen mod 0.4%, GAA glycogen -4.2%, HTT aggregate -8.5% and IMPase Li inh 4.9%[38.3 µM].
Cc1c(N=c2scc(-c3ccccc3)n2C)c(=O)n(-c2ccccc2)n1C was read as RGS12 GoLoco inh -0.2%, GAA inh -1.5%, HTT cytoprotect -37.7%[inhibitor], GAA spleen mod 14.7%, GAA glycogen 1.2%, HTT aggregate -2.8% and IMPase Li inh 21.4%.
Screening CC(=C/c1ccccc1)/C=N/n1cnnc1 returned RGS12 GoLoco inh 8.1%, GAA inh 5.8%, HTT cytoprotect 3.0%, GAA spleen mod 0.1%, GAA glycogen -19.6%, HTT aggregate -3.0% and IMPase Li inh -13.7%[38.3 µM].
For O=C1CN(C(=O)COc2ccc(F)cc2Br)c2ccccc2N1 the results were RGS12 GoLoco inh 42.9%[activator], GAA inh 5.7%, HTT cytoprotect -23.4%, GAA spleen mod 0.9%, GAA glycogen -6.7%, HTT aggregate -2.1% and IMPase Li inh 12.0%.
For CC(C)CCN(CCC(C)C)C(CO)(CO)CO the results were RGS12 GoLoco inh -0.3%, GAA inh 5.5%, HTT cytoprotect 6.4%[10 µM], GAA spleen mod 0.4%, GAA glycogen 4.0%, HTT aggregate 15.5%[9.22 µM] and IMPase Li inh -1.8%.
For CN(CC(=O)NCc1ccccn1)S(=O)(=O)c1ccc2ccccc2c1 the results were RGS12 GoLoco inh 2.2%, GAA inh 12.2%, HTT cytoprotect 3.5%[10 µM], GAA spleen mod -1.4%, GAA glycogen 9.9%, HTT aggregate -6.4%[9.22 µM] and IMPase Li inh 0.3%.
For O=C(CSc1c[nH]c2ccccc12)NCC1CCCO1 (centres undefined) the results were RGS12 GoLoco inh -5.7%, GAA inh -9.5%, HTT cytoprotect -11.0%[10 µM], GAA spleen mod -5.0%, GAA glycogen 3.2%, HTT aggregate 1.3% and IMPase Li inh 21.4%[38.3 µM].
For CCOC(=O)Nc1cc(Br)c2c(c1)OCCO2 the results were RGS12 GoLoco inh 3.3%, GAA inh -4.0%, HTT cytoprotect 1.4%, GAA spleen mod -0.4%, GAA glycogen 5.9%, HTT aggregate -1.2% and IMPase Li inh -1.2%[38.3 µM].
O=C(Nc1sc2c(c1C(=O)NC1CC1)CCCCCC2)c1ccco1 was read as RGS12 GoLoco inh 6.0%, GAA inh 14.4%, HTT cytoprotect -4.3%, GAA spleen mod -10.3%, GAA glycogen -0.7%, HTT aggregate -4.6% and IMPase Li inh -2.8%[38.3 µM].
Screening C=CC[N+]1(CC#Cc2ccccc2)CCCC1 returned RGS12 GoLoco inh 10.8%, GAA inh 8.8%, GAA spleen mod 3.6%, GAA glycogen -5.9% and IMPase Li inh 21.1%.
`COc1ccccc1NC(=O)C1=C(C)NC(SCC(=O)c2ccc(C)cc2)=C(C#N)C1c1ccco1` (centres undefined) gave RGS12 GoLoco inh 128.3%[activator], GAA inh inconclusive, HTT cytoprotect -3.8%, GAA spleen mod -5.3%, GAA glycogen -3.1%, HTT aggregate inconclusive and IMPase Li inh inconclusive.

In the list so far, these contain an aryl thioether with sulfur outside any ring.
O=C(O)CCSc1nnc(-c2cccnc2)n1-c1ccccc1 was read as RGS12 GoLoco inh -13.0%, GAA inh -4.8%, HTT cytoprotect 15.3%, GAA spleen mod 0.0%, GAA glycogen -4.7%, HTT aggregate -4.7% and IMPase Li inh 31.9%[38.3 µM].
Screening Cc1cc(C)nc(SCc2nnc(SCC(=O)Nc3ccccc3C)n2Cc2ccco2)n1 returned RGS12 GoLoco inh 9.2%, GAA inh -15.3%, HTT cytoprotect -15.7%[10 µM], GAA spleen mod -1.4%, GAA glycogen -2.1%, HTT aggregate 15.6% and IMPase Li inh 6.4%[38.3 µM].
CCn1c(CC(=O)Nc2ccc(C)c(Cl)c2)nnc1SCc1ccc(Cl)c(Cl)c1 was read as RGS12 GoLoco inh 2.5%, GAA inh -8.9%, HTT cytoprotect -12.6%, GAA spleen mod 1.5%, GAA glycogen -1.0%, HTT aggregate 0.2% and IMPase Li inh -3.8%[38.3 µM].
`Cc1ccc2nc(Nc3nc(CSc4nc5ccccc5s4)cc(=O)[nH]3)nc(C)c2c1` gave RGS12 GoLoco inh 3.2%, GAA inh 0.1%, HTT cytoprotect -0.3%[10 µM], GAA spleen mod -4.2%, GAA glycogen 1.5%, HTT aggregate 1.3% and IMPase Li inh 14.2%.
For O=C(CSc1c[nH]c2ccccc12)NCC1CCCO1 (centres undefined) the results were RGS12 GoLoco inh -5.7%, GAA inh -9.5%, HTT cytoprotect -11.0%[10 µM], GAA spleen mod -5.0%, GAA glycogen 3.2%, HTT aggregate 1.3% and IMPase Li inh 21.4%[38.3 µM].

A portion of the library, so the mix of outcomes need not match the whole.
